TROY NFkB inh = inhibitors of TROY-driven NF-kB signaling, primary screen, Q293 LMP1-TROYcd cells, NF-kB luciferase, uHTS. Q293 LMP1-TROYcd NF-kB luciferase reporter, 4 h. inhibition, % at 10 µM. 0.98% of 360,000 active. AID 1347056, 2019;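 active means compounds whose plate-normalised and pattern-corrected inhibition of the luciferase reporter signal at the single screening dose is 50% or more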
SRC1 inh = SRC1 coactivator transcriptional activity inhibitors, primary screen, cell-based, luminescence; HEK293 GAL4-SRC1 luciferase reporter; 0.12% of 360,000 active; inhibition, % at 3.6 µM; Nuclear receptor coactivator 1 (Homo sapiens), Q15788;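 active means inhibition above the campaign mean plus 3 SD, with each screening campaign given its own cutoff, cut at about 60% in these data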;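 further: 0% = DMSO treated cells and 100% = gossypol at 36 µM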
TRAIL sens C8 = viability loss with TRAIL in NB7+C8 cells, primary screen, TRAIL sensitizer project, cell-based, ATPlite luminescence; 1% of 360,000 active; inhibition (viability loss, TRAIL sensitization), % at 10 µM; AID 624354, 2012;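 active means compounds causing at least 50% loss of cell viability in the single-dose screen, relative to plate controls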
NCOA3 inh = SRC3 coactivator transcriptional activity inhibitors, primary screen, cell-based, luminescence | Nuclear receptor coactivator 3 (Homo sapiens), Q9Y6Q9 | HEK293 GAL4-SRC3 luciferase reporter | inhibition, % at 3.6 µM | 0.17% of 360,000 active;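 active means inhibition above a per-campaign cutoff, the mean of all compounds plus 3 SD, cut at about 60% in these data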;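 further: 0% = DMSO-treated cells and 100% = gossypol-treated cells at 36 µM; higher means less SRC3-driven luciferase light from the GAL4 reporter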
COUP-TFII inh = NR2F2 transcriptional activity inhibitors, primary screen, cell-based, luciferase reporter, HEK293T, luminescence; 0.7% of 370,000 active; inhibition, % at 8.6 µM; COUP transcription factor 2 (Homo sapiens), P24468; HEK293T NGFI-A luciferase reporter;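 active means inhibition above a per-plate cutoff, mean inhibition of test wells between control levels plus 3 SD, cut at about 38% in these data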;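 further: cells cotransfected with COUP-TFII expression vector driving the NGFI-A reporter; 0% = median of COUP-TF2 test wells and 100% = reporter-only cells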
NOD2-RIPK2 inh = NOD2-RIPK2 binding disruptors in cells, primary screen, fluorescence, CHO cells, BLA complementation | 0.38% of 360,000 active | inhibition, % at 4.98 µM | CCF4 ratio; in the data active means inhibition above about 21%;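 further: 0% = vehicle only and 100% = reference blocker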
EBV LMP1 NFkB = EBV LMP1-driven NF-kappaB luciferase reporter inhibitors, primary screen, cell-based, luminescence, single point; 0.69% of 350,000 active; LMP1-induced NF-kappaB luciferase reporter cells; inhibition, % at 12.5 µM; AID 504558, 2011; in the data active means inhibition above about 41%; inconclusive means no clear call, values can overlap the other calls;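 further: 0% = neutral control wells and 100% = reference inhibitor control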
NR5A2 inv ag = LRH-1 (NR5A2) inverse agonists, primary screen, cell-based, luminescence, HEK293T, StAR-luciferase reporter. 0.13% of 360,000 active. inhibition, % at 3.6 µM. LRH-1 transfected, 24 h. Nuclear receptor subfamily 5 group A member 2 (Homo sapiens), O00482. AID 602396, 2012;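 active means inhibition above the mean inhibition of all tested compounds plus 3 SD, cut at about 73% in these data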;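 further: 0% = DMSO wells and 100% = reporter-only cells lacking LRH-1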
SRC2 inh = inhibition of GAL4-SRC2 driven luciferase reporter, primary screen, SRC2 inhibitor project, cell-based, luminescence; 0.17% of 370,000 active; AID 651957, 2012; Nuclear receptor coactivator 2 (Homo sapiens), Q15596; inhibition, % at 9 µM; HEK293 GAL4-SRC2 luciferase reporter;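 active means inhibition above the mean inhibition of all tested compounds plus 3 SD, set per campaign, cut at about 52% in these data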;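 further: 0% = DMSO treated cells and 100% = cells given Gossypol at 36 µM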
TLR9-MyD88 block = inhibitors of TLR9-MyD88 association in cells, primary screen, cell-based, CHO, BLA complementation, fluorescence. Toll-like receptor 9 (Homo sapiens) + Myeloid differentiation primary response protein …. CCF4 FRET ratio. inhibition, % at 4.98 µM. 0.21% of 340,000 active. AID 504734, 2011;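 active means inhibition above the mean over all tested compounds plus 3 SD, cut at about 21% in these data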;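 further: 0% = DMSO only wells and 100% = clavulanate BLA inhibitor control wells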
Vif inh = HIV Vif self-association inhibitors, primary screen, imaging, HEK293T, single point; AID 602346, 2012; 0.35% of 340,000 active; inhibition, % at 7.49 µM; HEK293T cells, Vif self-association by quenched fluorescence, 24 h; in the data active means inhibition above about 50%, passing the limit was not always enough; inconclusive means no clear call, values can overlap the other calls; inactive means below about 31%; further: some results filed as inactive read as strong as hits
* marks the source's active call; other numbers are inactive results; ? = inconclusive; · = no result given; & = joins results of further samples. Only part of the results is shown (hit frequency here may not be typical).

Below each compound: TROY NFkB inh	SRC1 inh	TRAIL sens C8	NCOA3 inh	COUP-TFII inh	NOD2-RIPK2 inh	EBV LMP1 NFkB	NR5A2 inv ag	SRC2 inh	TLR9-MyD88 block	Vif inh
CCN1CCN(C(C(=O)NC2CCCCC2)C2CC2)CC1 (stereo not drawn)
→ -4.3	-3.0	-2.4	5.4	15.9	-3.5	·	3.5	-7.6	·	·
CCOC(=O)Cn1cnc2scc(-c3ccc(C)cc3)c2c1=O
→ -4.0	-4.9	-10.4	-0.7	0.8	5.0	-0.2	3.0	6.2	6.4	0.8
COCc1c(C(=O)NC2CCCCC2)sc2cccc(F)c12
→ -16.6	-16.5	-5.1	2.9	4.2	2.9	-5.5	-13.3	-1.5	-0.5	-18.6
C=CCn1c(CNC(=O)c2cccs2)nnc1SCc1ccc(Cl)cc1Cl
→ 14.7	7.2	-4.5	2.2	8.3	15.2	-3.6	-4.5	7.8	1.5	-0.9
Cc1ccccc1OCC(=O)OCC(=O)NCc1ccco1
→ -16.6	-13.3	-0.3	0.8	10.1	-11.4	-0.8	18.2	-2.7	4.1	-15.3
Cc1cc(N2C(=O)C3C4C=CC(C4)C3C2=O)ccc1Br (stereo not drawn)
→ 17.3	-5.3	-2.2	2.7	-11.7	-3.4	-5.7	8.7	-5.2	4.1	0.2
O=C1/C(=C/c2cccnc2)CCc2c1[nH]c1ccccc21
→ 7.4	9.5	46.4	0.2	15.1	1.4	10.6	-115.1	6.4	5.0	-8.4
CC(C)(O)C#Cc1ccc(C(=O)N2CCN(c3ccc([N+](=O)[O-])cc3)CC2)cc1
→ 15.7	21.9	25.7	-3.0	38.5*	-1.4	24.8	18.3	28.9	5.5	-39.5
C=CCOC(=O)C1=C[C@H](C(C)(C)C)[C@@H](CCCO)[C@H](OCC)O1
→ -14.2	-4.9	3.0	12.1	-2.9	0.4	-5.0	3.7	16.5	-10.8	6.7
CNC(=O)CS(=O)CC(=O)Nc1cc(OC(C)C)c(Cl)cc1Cl (stereo not drawn)
→ 12.6	-16.3	5.4	14.7	-12.5	-13.5	-0.4	13.0	-14.5	2.9	-4.3
COc1ccc(CCNC(=O)c2c(C)cc(=O)oc2C)cc1OC
→ -7.3	11.4	-12.6	-5.5	7.0	-1.9	0.9	-6.7	-8.4	-0.4	-15.1
Cn1cnnc1SCC(=O)Nc1ccc(OC(F)F)cc1
→ -11.2	2.9	0.6	8.8	11.2	2.2	4.4	-4.9	-6.5	-1.5	1.6
COc1ccc(CCn2c(SCCN3CCCCC3)nc3ccccc3c2=O)cc1OC
→ -7.8	-20.4	-2.5	-15.9	4.1	-4.9	4.1	-9.9	-24.1	-6.1	-5.7
CN1CCS/C1=C/C=C1\SC(=S)N(CC(=O)O)C1=O
→ -4.2	2.3	9.5	-1.5	-1.5	-6.3	1.0	4.9	-19.6	-1.1	46.9
CC(C)(C)Cc1cc(N)on1
→ -23.9	-7.5	-22.9	27.3	1.5	8.8	-2.3	5.2	3.6	0.5	0.9
CCN(CCNC(=O)C1CCN(S(=O)(=O)c2cccc3nsnc23)CC1)c1ccccc1
→ 9.0	-20.9	-5.0	15.4	16.0	4.9	-11.4	-8.6	-3.2	-10.8	8.0
CC(=O)O[C@@H]1C[C@@]2(C)[C@@H](CC[C@H]2[C@@H](C)/C=C\CC(C)C)C2=C[C@@H](O)[C@@]3(O)C[C@@H](O)[C@H](O)C[C@]3(CO)[C@]21O
→ -4.9	-6.5	22.5	1.0	19.8	-3.2	·	-38.5	-17.7	·	30.2
COc1cc(NCc2ccccc2)c2ncn(Cc3ccccc3)c2c1
→ -2.7	-8.6	13.2	-6.0	20.2	-1.2	2.2	0.7	-16.2	-0.5	-1.9
CCOc1ccc(OCCCN(C)C)cc1
→ -9.6	-0.2	11.7	1.3	-17.1	-3.6	3.5	-4.2	-2.5	-1.3	4.5
C[C@@H](NC(=O)Cn1ccc(NC(=O)OCc2ccccc2)nc1=O)c1cccc2ccccc12
→ 0.1	0.3	7.4	8.1	1.4	-9.3	4.2	22.3	-20.1	-3.6	6.5
Oc1ccc(/C=N/NC(=S)Nc2cccnc2)cc1O
→ -31.8	-25.3	24.5	-49.2	-17.6	-9.3	3.2	-58.1	-38.7	-4.8	-14.7
Cc1ccc(NC(=O)N2CCCCCC2)c(C)c1
→ -37.7	-61.5	5.3	-30.8	-24.4	-3.7	-49.3	-24.9	-54.5	-6.2	13.7
O=C(CSc1n[nH]c(-c2ccc(S(=O)(=O)N3CCCCC3)cc2)n1)Nc1nccs1
→ 25.7	-0.6	15.3	8.8	2.7	-4.0	-7.7	-11.9	-5.4	-3.4	-3.4
O=S1(=O)c2c(F)cccc2OC(COCc2ccccc2)CN1C1CCCC1 (stereo not drawn)
→ 0.2	0.4	-9.2	-0.3	18.4	7.7	4.8	2.1	-24.4	3.4	-3.8
CN1CCC(C(=O)N2CCCC(C(=O)c3ccc4c5c(cccc35)CC4)C2)CC1 (stereo not drawn)
→ 4.5	-1.7	20.2	2.5	3.4	-8.8	-1.3	9.4	4.4	2.0	·
Nn1c(Cc2cccc3ccccc23)nnc1SCc1c(Cl)cccc1Cl
→ 0.2	9.1	-21.2	3.2	9.4	-6.3	12.9	5.6	-5.5	-8.1	1.5
O=C(CCc1ccccc1)N1CCN(C(=O)CCc2ccccc2)CC1
→ 3.9	-0.4	3.0	5.5	-2.2	1.0	8.5	1.0	6.0	-3.0	0.3
COc1ccc(OC)c(CCNC(=O)CCc2nnc3ccc(N4CCOCC4)nn23)c1
→ 3.6	-6.7	-19.6	4.9	1.8	1.4	-2.9	-4.2	-0.4	-9.4	9.2
Cc1cc(F)ccc1C(O)c1ncc(-c2ccc3ccccc3c2)[nH]1 (stereo not drawn)
→ -13.0	-0.6	7.1	-17.3	-9.5	0.6	·	0.1	-7.5	·	?
CCCCn1c(NC(=O)c2ccccc2Cl)c(C#N)c2nc3ccccc3nc21
→ 75.7*	1.1	27.3	16.1	28.3	0.8	11.2	33.4	12.7	-1.3	-29.5
Brc1ccc(-n2cccc2/C=N/n2cnnc2)cc1
→ 7.5	-2.3	3.0	-8.1	1.4	-6.4	-8.7	-4.0	-8.2	11.5	1.0
O=C(c1cccc(NS(=O)(=O)c2ccc(Br)cc2)c1)N1CCN(c2ccccc2O)CC1
→ 8.5	6.7	-4.0	2.9	14.5	-4.6	6.7	-0.7	-3.3	2.8	2.3
Cc1cc(NC(=O)NC2CCCN2S(=O)(=O)c2ccc(Cl)cc2)no1 (stereo not drawn)
→ 7.0	5.6	2.6	9.9	20.1	-4.7	1.3	6.1	-7.7	-1.0	4.8
COc1ccc2c(c1)C(=O)N(c1ccccc1OC)C(=O)C2(C)C
→ -3.0	-0.3	-16.6	5.8	1.8	-1.2	-1.5	16.7	1.6	-3.1	-1.4
CCN(c1ccccc1)S(=O)(=O)c1ccc(Cl)c(C(=O)NCCc2ccc(OC)cc2)c1
→ -6.4	-1.6	-6.1	20.2	25.5	-24.5	-3.2	3.0	17.8	2.3	0.1
CCNC(=O)C1(C)CCCN1C(=O)c1ccc(F)c(Cl)c1 (stereo not drawn)
→ 2.3	-7.9	0.5	-21.2	1.9	-14.6	·	5.4	5.7	·	21.8
Cn1c2ccccc2c2nnc(SCC(=O)NC3CCCC3)nc21
→ 2.4	-2.1	7.9	-4.6	5.6	-3.0	0.6	3.6	-11.0	-12.8	-12.5
Cc1cccc(CN2[C@H](CO)C=CS2(=O)=O)c1
→ 12.0	6.1	-12.5	-2.0	10.5	-4.0	·	-0.9	3.4	·	·
Cc1cc(OCC(=O)Nc2ccccc2N2CCOCC2)c(C(C)C)cc1Cl
→ -2.5	-4.2	-2.4	-10.4	4.6	-6.8	-1.0	-4.0	21.7	-4.6	-2.0
CCCC/C(C)=N/NC(=O)C(=O)NCCc1ccccc1
→ 10.1	-3.5	-10.8	2.9	-12.7	-13.0	-14.6	10.5	-18.6	2.0	15.1
CC(C)(O)C(=O)N/N=C\c1ccc(OC/C=C/c2ccccc2)cc1
→ -21.9	-45.2	5.4	-46.1	-24.4	-16.6	8.9	3.5	-22.6	-2.5	8.3
COc1ccc(OC)c(NC(=O)CCNC(=O)N2CC(=O)Nc3ccccc32)c1
→ -3.5	2.2	7.0	8.0	1.4	-3.5	2.8	-4.5	-19.4	6.8	0.2
CC1Sc2ccc(S(=O)(=O)CCC(=O)NCc3ccccc3Cl)cc2NC1=O (stereo not drawn)
→ 12.2	4.0	6.3	-7.2	·	4.2	-2.1	2.7	·	-9.1	-8.5
Cc1ccc(N(CC(=O)NCc2ccco2)S(=O)(=O)c2ccccc2)cc1
→ -11.1	-38.3	-9.9	6.0	17.9	-4.3	1.0	-11.1	-6.8	0.8	-1.8
O=C(Nc1ccc(S(=O)(=O)Nc2cnc3ccccc3n2)cc1)c1cccc(OC(F)F)c1
→ 4.6	11.1	-18.6	-5.0	-5.3	8.1	0.0	-27.6	2.2	6.1	5.3
CC(=O)c1ccc(Oc2ncnc3sccc23)c(CN2CCOCC2)c1
→ 8.2	-5.9	-20.5	12.0	-12.3	7.3	6.0	-13.6	9.2	-1.5	6.7
O=C(Oc1cccccc1=O)c1ccccc1
→ 14.5	-25.2	11.7	14.6	14.0	6.3	4.9	-35.7	-57.0	-3.0	11.9&-1.2
O=C(C1CCC(=O)N1Cc1ccccc1Cl)N1CCN(c2cccc(Cl)c2)CC1 (stereo not drawn)
→ -14.2	12.1	9.7	6.1	-3.2	3.5	-5.4	-8.5	12.0	-4.9	-9.8
COc1ccc2cc(/C=C3\SC(=S)NC3=O)c(N3CCOCC3)nc2c1
→ 38.4	-3.5	10.0	12.1	9.3	0.4	-1.0	1.1	8.5	-2.4	0.6
COc1ccc2nc(-c3ccccc3)cc(C(=O)OCC(=O)N3CCCCC3)c2c1
→ -4.9	-23.2	9.8	12.3	11.5	4.7	-0.5	9.9	8.7	-10.4	14.3
COC(=O)C1CCN(C(=O)c2ccc(OC)c(S(=O)(=O)N3CCCc4ccccc43)c2)CC1
→ -3.0	2.4	-8.6	-0.2	-8.4	-3.5	1.2	5.0	-18.6	-9.6	14.0
